Screening results deposited in PubChem BioAssay by National Center for Advancing Translational Sciences (NCATS).
B2AR arrestin: qHTS assay of beta-arrestin-biased ligands of beta2-adrenergic receptor. Beta-2 adrenergic receptor (Homo sapiens), P07550. beta-arrestin recruitment to beta2AR, cell-based reporter. Potency, µM (series often up to 46.1 µM), for inactives: top-dose activation, hits mostly activators. 330,000 tested, 0.02% active. AID 492947, 2010;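 also: potency is read from the fitted curve at half-maximal effect; 0% = DMSO controls and full agonism = EC100 isoproterenol or metaproterenol; nearly all actives have a fitted effect of over 65% in size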
Target sequence (P07550 whole entry, looked up): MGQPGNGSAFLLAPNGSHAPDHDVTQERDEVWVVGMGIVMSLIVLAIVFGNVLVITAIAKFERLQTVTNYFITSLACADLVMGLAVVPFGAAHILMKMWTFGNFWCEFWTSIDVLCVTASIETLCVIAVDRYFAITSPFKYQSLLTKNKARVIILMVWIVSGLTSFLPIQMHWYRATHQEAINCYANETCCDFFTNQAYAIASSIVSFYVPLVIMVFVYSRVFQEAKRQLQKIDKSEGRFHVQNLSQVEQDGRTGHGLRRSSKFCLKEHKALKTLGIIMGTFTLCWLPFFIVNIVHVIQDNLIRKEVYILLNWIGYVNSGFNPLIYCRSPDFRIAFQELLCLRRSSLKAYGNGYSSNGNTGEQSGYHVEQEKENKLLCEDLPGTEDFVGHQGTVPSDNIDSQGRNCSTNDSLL
Eya2 inh: qHTS Assay for Inhibitors of the Phosphatase Activity of Eya2; recombinant Eya2, OMFP fluorescence dephosphorylation (OMFP is methylfluorescein phosphate); 330,000 tested, 0.006% active; Protein phosphatase EYA2 (Homo sapiens), O00167; Potency, µM (highest dose often 76.9 µM), for inactives: top-dose activity, negative = inhibition, actives largely listed as inhibitors; also: potency is read from the fitted curve at half-maximal effect; % is scaled to controls: 0 for no effect and ±100 for the full control effect
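Eya2 (0.2 uM) preincubated 10 min at ambient with compound, then OMFP substrate added at 50 uM; 10 min reaction in 50 mM HEPES pH 7.5, 50 mM NaCl, 5 uM MgCl2, 0.05% BSA, 1 mM DTT. Fluorescence read at Ex 485/Em 525 nm.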
S-ASM inh: Inhibitors of Secretory Acid Sphingomyelinase (S-ASM): qHTS; Sphingomyelin phosphodiesterase (Homo sapiens), P17405; placental ASM, HMU-PC fluorogenic substrate, 60 min; Potency, µM (titrated, usually from 57.5 µM), without a hit: at the highest dose activity change, negative = inhibition, hits mostly inhibitors; 340,000 tested, 0.006% active; AID 504937, 2011; also: potency is read from the fitted curve at half-maximal effect
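HMU-PC0 cleavage (9 uM final) by human placental ASM, 60 min at 37 °C following 10 min compound exposure at RT; stopped at pH 10, fluorescence Ex 386/Em 447 nm.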
p53 reactivation: qHTS assay for re-activators of p53 using a Luc reporter | H1299 p53-A138V BP100-luciferase reporter, luminescence, 24 h | 320,000 tested, 0.063% active | Potency, µM (top dose mostly 92.2 µM), for inactives: at the top dose activity change, positive = activation, actives largely listed as activators; also: potency is read from the fitted curve at half-maximal effect; % of control where 0% means no effect; nearly all actives have a fitted effect of over 45% in size
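p53-null H1299 cells stably carrying temperature-sensitive p53-A138V and a BP100-luciferase reporter were pinned with compounds (4-point, 1:5 series) and held 24 hrs at 37 deg C. Luminescence was read 10 min after detection reagent.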
ELG1 genotoxic: qHTS screen for small molecules that induce genotoxicity in human embryonic kidney (HEK293T) cells expressing luciferase-tagged ELG1; HEK293T ELG1-luciferase reporter, luminescence, 16 h; Potency, µM (titrated, usually from 46 µM), without a hit: at the highest dose activity change, positive = activation, hits mostly activators; 330,000 tested, 1.3% active; also: potency is read from the fitted curve at half-maximal effect; % of control where 0% means no effect; nearly all actives have a fitted effect of over 60% in size
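Genotoxic stress is detected as increased luminescence from luciferase-tagged ELG1 in HEK293T cells, measured with ONE-Glo after a 16 hr treatment at 37 °C.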
Integrin act MD: qHTS for Activators of Integrin-Mediated Alleviation for Muscular Dystrophy. Potency, µM (highest dose often 38.3 µM), without a hit: at the highest dose activation, usual class: activators. alpha7betagal myoblasts, beta-gal FDG fluorescence, 48 h. 350,000 tested, 0.064% active;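 also: potency is read from the fitted curve at half-maximal effect; 100% = response of the positive control SU9516; nearly all actives have a fitted effect of over 60% in size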
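Alpha7betagal+/- myoblasts (passage 13) were plated 16-24 hr, then exposed to compounds (1:260 dilution of DMSO stock) for 48 hours at 37C. After MPER lysis, β-galactosidase reporter activity was read as FDG fluorescence (ex 480/em 540) after 30 minutes.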
uPA generation: qHTS for Inhibitors of Cell Surface uPA Generation. cell surface uPA generation assay, qHTS. Potency, µM (doses to about 38.3 µM), without a hit: at the top dose activity change, negative = inhibition, usual class: inhibitors. 330,000 tested, 0.31% active; active = well fitted inhibition curve with a large enough effect; inconclusive = small, poorly fitted or top-dose-only effect; inactive = no such curve, though single readings can be large or run the other way; tested in mouse RAW 264.7 cells; also: potency is read from the fitted curve at half-maximal effect; % is scaled to controls: 0 for no effect and ±100 for the full control effect; nearly all actives have a fitted effect of over 55% in size
TRPV1 agonist: HTS Assay for Compounds that Act as Agonists of the Vanilloid Receptor 1 | activation, % at 8.33 µM | AID 540275, 2011 | 320,000 tested, 0.19% active | Transient receptor potential cation channel subfamily V member 1 (Homo sapiens), Q8NER1 | TRPV1-expressing cells, Fluo-8 calcium influx, agonist mode; in the data active = activation above about 80%; inconclusive = between about 30% and that limit; also: 0% is about no effect
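TRPV1-expressing cells were cultured overnight at 35.5C and loaded with Fluo-8 calcium dye for 40 to 90 min at room temperature. After a 10 s baseline, compound was added and calcium influx was read kinetically for 3 min (ex 480/em 520 nm).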
USP2a inh: qHTS Assay for Inhibitors of Ubiquitin-specific Protease USP2a Using CHOP2 as the Reporter | Potency, µM (highest dose often 38.3 µM), inactives show at the highest dose activity change, negative = inhibition, usual class: inhibitors | USP2 core, Ub-CHOP2 coupled fluorogenic reporter, 485/531 | AID 463254, 2010 | 330,000 tested, 0.01% active;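 also: potency is read from the fitted curve at half-maximal effect; plate controls were DMSO wells for no effect and full inhibition by NEM control for full effect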
Target sequence (O75604 whole entry, looked up): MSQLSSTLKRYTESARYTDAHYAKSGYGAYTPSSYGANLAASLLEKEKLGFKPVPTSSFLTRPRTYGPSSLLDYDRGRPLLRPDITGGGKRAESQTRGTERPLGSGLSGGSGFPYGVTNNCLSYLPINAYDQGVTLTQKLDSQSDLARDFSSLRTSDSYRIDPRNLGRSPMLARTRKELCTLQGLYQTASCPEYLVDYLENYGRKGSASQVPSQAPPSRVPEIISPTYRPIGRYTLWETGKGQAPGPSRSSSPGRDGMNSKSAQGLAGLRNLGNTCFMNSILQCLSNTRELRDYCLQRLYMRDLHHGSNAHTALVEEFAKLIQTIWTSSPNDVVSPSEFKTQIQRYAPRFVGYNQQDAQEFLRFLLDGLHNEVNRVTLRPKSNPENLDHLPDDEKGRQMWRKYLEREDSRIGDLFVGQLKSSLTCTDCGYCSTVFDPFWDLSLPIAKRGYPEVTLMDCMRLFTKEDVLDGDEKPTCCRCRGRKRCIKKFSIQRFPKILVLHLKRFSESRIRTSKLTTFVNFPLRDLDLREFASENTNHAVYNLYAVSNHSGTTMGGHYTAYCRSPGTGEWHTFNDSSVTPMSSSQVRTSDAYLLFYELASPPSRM
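Cell-free coupled assay: 10nM USP2 core preincubated 30min RT with compound in Tris-HCl pH 8.0/CaCl2/CHAPS buffer, then 25nM Ub-CHOP2 and 25nM reporter substrate; fluorescence (Ex 485/Em 531) read after 60min RT, normalized to NEM inhibition, concentration-response curves fitted.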
TSG101-PTAP inh: qHTS Assay for Iinhibitors of HIV-1 Budding by Blocking the Interaction of PTAP/TSG101; Fluorescence polarization, FITC-PTAP peptide / Tsg101 binding; Potency, µM (top dose mostly 115 µM), without a hit: at the highest dose activity change, negative = inhibition, usual class: inhibitors; 340,000 tested, under 10 active; Tumor susceptibility gene 101 protein (Homo sapiens), Q99816; active = well fitted inhibition curve with a large enough effect in the main read-out, with a control signal flat, not every such curve was filed as active; inconclusive = small, poorly fitted or top-dose-only effect, or effect the other way, or a change in a side signal; inactive = no such curve, though single readings can be large or run the other way; also: potency is read from the fitted curve at half-maximal effect; % of control where 0% means no effect
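Fluorescence anisotropy tracks displacement of a FITC-tagged PTAP peptide (50 nM) from the Tsg101 binding domain (10 uM), following a 20 min room-temperature incubation at pH 7.5.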
BRCA1 expr up: qHTS Assay to Identify Small Molecule Activators of BRCA1 Expression; MCF7-BRCA1-FFLuc reporter, luminescence, 48 h; response scale: scaled: vehicle 0%, 10 µM genistein 100%; Potency, µM (top dose mostly 46.1 µM), without a hit: at the highest dose activation, hits mostly activators; 380,000 tested, 1.1% active; AID 624202, 2012; also: potency is read from the fitted curve at half-maximal effect; nearly all actives have a fitted effect of over 80% in size; some results filed as inactive show a strong effect at the top dose
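Reporter cells (MCF7, BRCA1 promoter-firefly luciferase) received library compounds across a concentration series for 48 h. End-point luminescence was measured and concentration-effect curves derived after normalization.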
* hit, by the source's call; [ ] = remark or other dose. Unless noted, calls follow the shape of the dose curve; as a rule, active = well fitted curve in the direction sought with a large enough effect; inconclusive = small, poorly fitted or top-dose-only effect, or another doubt; inactive = no such curve, though single readings can be large; an effect the other way counts as inactive or inconclusive.

For NC(=O)CNC(=O)c1cccc(Cl)c1 the results were B2AR arrestin 0.0%, Eya2 inh 21%, S-ASM inh 4%, p53 reactivation 0%, ELG1 genotoxic 0%, Integrin act MD -2%, uPA generation 3%, TRPV1 agonist -3, USP2a inh 1%, TSG101-PTAP inh 1% and BRCA1 expr up -7%.
Screening CCCCC(C(=O)NCCC(C)C)N(CCCN1CCOCC1)C(=O)c1snc(C(N)=O)c1N (stereo unspecified) returned B2AR arrestin -0.8%, Eya2 inh 9%, S-ASM inh 101%[activator], p53 reactivation -2%, ELG1 genotoxic 1%, Integrin act MD -11%, TRPV1 agonist -1, USP2a inh -1%, TSG101-PTAP inh -10% and BRCA1 expr up -20%.
`Cc1scc(C(=O)NCc2ccco2)c1-c1ccccc1` gave B2AR arrestin 3.5%, Eya2 inh -7%, S-ASM inh 0%, p53 reactivation 13%, ELG1 genotoxic -2%, Integrin act MD 16%[7.66 µM], TRPV1 agonist -6, USP2a inh 2%, TSG101-PTAP inh -8% and BRCA1 expr up -4%.
`COc1ccccc1-c1cc(C(=O)N/N=C/c2ccc(C)s2)c2ccccc2n1` gave B2AR arrestin -0.1%, Eya2 inh -14%, S-ASM inh -11%, p53 reactivation -1%, ELG1 genotoxic 2%, Integrin act MD 23%, uPA generation -9%, TRPV1 agonist 0, USP2a inh -7%, TSG101-PTAP inh -6% and BRCA1 expr up -20%.
For CCCC(c1nnnn1Cc1ccc(OC)cc1)N1CCN(C(=O)c2ccco2)CC1 (stereo unspecified) the results were B2AR arrestin 0.5%, Eya2 inh 13%, S-ASM inh 2%, p53 reactivation -4%, ELG1 genotoxic -2%, Integrin act MD -29%, uPA generation 4%, TRPV1 agonist -1, USP2a inh 3%, TSG101-PTAP inh 0% and BRCA1 expr up 3%.
Screening COc1cccc(N2CCN(C(=O)CN(C)S(=O)(=O)c3ccc4c(c3)c(=O)n(C)c(=O)n4C)CC2)c1 returned B2AR arrestin -1.0%, Eya2 inh -1%, S-ASM inh -2%, p53 reactivation 0%, ELG1 genotoxic -2%, Integrin act MD -23%, uPA generation -5%, TRPV1 agonist 4, USP2a inh -1%, TSG101-PTAP inh -3% and BRCA1 expr up 0%.
For CC(C)C(=O)NC(=S)Nc1ccc(S(=O)(=O)N(C)C)cc1 the results were B2AR arrestin -0.6%, Eya2 inh 4%, S-ASM inh 4%, p53 reactivation 1%, ELG1 genotoxic 0%, Integrin act MD -17%, uPA generation -2%, TRPV1 agonist -2, USP2a inh 2%, TSG101-PTAP inh -9% and BRCA1 expr up 1%.
`CCCN=C1NC(=O)C(CC(=O)NCCc2ccccc2)S1` (stereo unspecified) gave B2AR arrestin -0.1%, Eya2 inh -5%, S-ASM inh 3%, p53 reactivation 3%, ELG1 genotoxic -2%, Integrin act MD 7%, uPA generation 0%, TRPV1 agonist -2, USP2a inh 4%, TSG101-PTAP inh 1% and BRCA1 expr up 2%.
For O=C1CC2(CCCCC2)Oc2ccc(Cl)cc21 the results were S-ASM inh -2%, Integrin act MD 23%, uPA generation -2%, TSG101-PTAP inh -8% and BRCA1 expr up 10%.
`Fc1ccccc1OCCSc1nc2ccccc2o1` gave B2AR arrestin -0.1%, Eya2 inh -4%, S-ASM inh 3%, p53 reactivation inconclusive, ELG1 genotoxic inconclusive, Integrin act MD 9%, uPA generation 3%, TRPV1 agonist 15, USP2a inh 2%, TSG101-PTAP inh 2% and BRCA1 expr up 90%.
For Cc1cccc(C)c1NC(=O)CNC(=O)c1ccc2c(c1)NC(=O)CS2 the results were B2AR arrestin 0.5%, Eya2 inh 8%, S-ASM inh 2%, p53 reactivation -2%, ELG1 genotoxic 1%, Integrin act MD 0%, uPA generation 0%, USP2a inh 1%, TSG101-PTAP inh 0% and BRCA1 expr up -5%.
For CCOC(=O)C1CCN(C(=O)c2cccc(NS(=O)(=O)c3ccc(F)c(F)c3)c2)CC1 the results were B2AR arrestin 0.1%, Eya2 inh -9%, S-ASM inh 1%, p53 reactivation -1%, ELG1 genotoxic -3%, Integrin act MD 3%, uPA generation -5%, TRPV1 agonist 1, USP2a inh -1%, TSG101-PTAP inh 0% and BRCA1 expr up -3%.

Reprinted at random: two compounds from above, in no set order.
For O=C1CC2(CCCCC2)Oc2ccc(Cl)cc21 the results were S-ASM inh -2%, Integrin act MD 23%, uPA generation -2%, TSG101-PTAP inh -8% and BRCA1 expr up 10%.
`COc1ccccc1-c1cc(C(=O)N/N=C/c2ccc(C)s2)c2ccccc2n1` gave B2AR arrestin -0.1%, Eya2 inh -14%, S-ASM inh -11%, p53 reactivation -1%, ELG1 genotoxic 2%, Integrin act MD 23%, uPA generation -9%, TRPV1 agonist 0, USP2a inh -7%, TSG101-PTAP inh -6% and BRCA1 expr up -20%.

(list continues)
`CCCCCc1ccc(OCCCC[n+]2cccc(C)c2)c(CCCCC)c1` gave B2AR arrestin 0.1%, Eya2 inh 0%, S-ASM inh inconclusive, p53 reactivation -1%, ELG1 genotoxic -8%, Integrin act MD inconclusive, uPA generation -11%, TRPV1 agonist 16, USP2a inh 3%, TSG101-PTAP inh -3% and BRCA1 expr up -78%.
COc1cccc(NC(=O)COC(=O)c2c(-c3ccccc3)noc2C)c1 was read as B2AR arrestin 0.1%, Eya2 inh 1%, S-ASM inh 5%, p53 reactivation -4%, ELG1 genotoxic -5%, Integrin act MD 11%, TRPV1 agonist 12, USP2a inh 4%, TSG101-PTAP inh -6% and BRCA1 expr up -13%.
Screening CN1C[C@@H]2[C@@H]3C(=O)N(C)C(=O)[C@@H]3[C@](C)(C1=O)N2C(=O)c1ccc(Cl)c(Cl)c1 returned S-ASM inh 6%, Integrin act MD -9%, uPA generation -7%, TSG101-PTAP inh 2% and BRCA1 expr up -9%.
CCCNC(=O)c1ccc(S(N)(=O)=O)cc1 was read as B2AR arrestin 4.0%, Eya2 inh -4%, S-ASM inh 2%, p53 reactivation 2%, ELG1 genotoxic 2%, Integrin act MD 8%, uPA generation 4%, TRPV1 agonist -5, USP2a inh 2%, TSG101-PTAP inh -2% and BRCA1 expr up -9%.
For CC1Cc2nc(SCC(N)=O)n(C)c(=O)c2S1 (stereo unspecified) the results were B2AR arrestin -0.1%, Eya2 inh -2%, S-ASM inh 4%, p53 reactivation 9%, ELG1 genotoxic 3%, Integrin act MD 26%, uPA generation 19%, TRPV1 agonist 1, USP2a inh 3%, TSG101-PTAP inh -8% and BRCA1 expr up -12%.
`COc1ccc(NC(=S)NCc2cccnc2)cc1` gave B2AR arrestin -0.1%, Eya2 inh -14%, S-ASM inh 4%, p53 reactivation 11%, ELG1 genotoxic 4%, Integrin act MD 0%, uPA generation 4%, TRPV1 agonist 1, USP2a inh 0%, TSG101-PTAP inh -3% and BRCA1 expr up 23%.
`O=c1c2ccccc2nc(/C=C/c2cc(Br)ccc2O)n1CCO` gave S-ASM inh -2%, Integrin act MD -33%, uPA generation inconclusive, TSG101-PTAP inh -4% and BRCA1 expr up -76%.
NCCC1CN(C(=O)OCc2ccccc2)c2ccccc21 (stereo unspecified) was read as S-ASM inh -1%, Integrin act MD -55%[inhibitor], uPA generation -2%, TSG101-PTAP inh 0% and BRCA1 expr up -41%.
`Nc1nnc(SCC(=O)NC2CCCCC2)n1-c1ccccc1` gave B2AR arrestin -0.1%, Eya2 inh -5%, S-ASM inh 6%, p53 reactivation 5%, ELG1 genotoxic -2%, Integrin act MD -14%, uPA generation 2%, TRPV1 agonist 2, USP2a inh 4%, TSG101-PTAP inh 0% and BRCA1 expr up -7%.

Compounds were not picked by outcome. Share with any hit: about 2.6%.
